Yeast lifespan up = yeast lifespan extension | S. cerevisiae growth with nicotinamide, OD615; deaD strain in restrictive glucose medium | inhibition of the nicotinamide effect, % at 10 µM | AID 775 | 0.68% of 130,000 active;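 active = inhibition above a set limit, placed 3 SD over the median of all compounds, cut at about 26% in these data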;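 note: 0% = nicotinamide-treated wells and 100% = cells grown without nicotinamide; some compounds called inactive have numbers as strong as hits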
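Material: Modified budding yeast, DeaD strain | Medium: Restrictive glucose medium | Probe or stimulus: 1.5 mM nicotinamide | Dosing: Single dose 10 µM compound, 0.25% DMSO | Times: 48 h at 30 °C | Technique: OD615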
Measles CPE = protection of cells from measles virus; Measles virus-infected cells, CPE protection, absorbance; AID 841; 1.5% of 140,000 active; protection (pct of control), % at 4 µM; in the data active = protection mostly above about 24%, no sharp cut-off; inactive = mostly below about 26%; note: some compounds called inactive have numbers as strong as hits
NPY Y2 blocker = antagonists of human neuropeptide Y receptor Y2 | inhibition, % at 2.7 µM | 0.99% of 140,000 active | P49146 | NPY-Y2 expressing cells, antagonist mode; in the data active = inhibition above about 17%;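 note: 0% = vehicle with agonist challenge and 100% = reference antagonist with challenge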
Target sequence (P49146 whole entry, looked up): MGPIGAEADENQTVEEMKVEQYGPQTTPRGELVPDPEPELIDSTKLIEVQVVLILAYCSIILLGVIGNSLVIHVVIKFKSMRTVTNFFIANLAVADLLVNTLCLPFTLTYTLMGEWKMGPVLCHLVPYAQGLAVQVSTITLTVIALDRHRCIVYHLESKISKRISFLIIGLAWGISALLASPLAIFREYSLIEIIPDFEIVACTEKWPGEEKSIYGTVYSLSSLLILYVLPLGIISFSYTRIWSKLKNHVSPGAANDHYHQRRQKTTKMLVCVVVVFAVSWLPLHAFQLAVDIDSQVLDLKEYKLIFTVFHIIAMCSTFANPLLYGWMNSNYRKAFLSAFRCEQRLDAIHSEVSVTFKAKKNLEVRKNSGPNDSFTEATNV
BB579 growth dn = reduces growth of yeast BB579 in restrictive medium; S. cerevisiae BB579 growth, OD615, 48 h; inhibition, % at 10 µM; 0.51% of 140,000 active; AID 804;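 active = inhibition above a set limit, 3 SD over the mean compound inhibition, cut at about 44% in these data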; note: inactives centre near -24
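Test system: DeaD yeast strain BB579 / Buffer or medium: restrictive glucose-based CSMM-D medium / Doses: single 10 µM dose / Schedule: 4 h cell preincubation, 48 h compound exposure, 30 °C humidified / Technique: culture absorbance at 615 nm / Controls: amphotericin B positive control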
bCat KO growth = beta-catenin-lacking colon tumor cell growth suppression. AID 818. HCT116 beta-catenin knockout viability, CellTiter-Glo, 60 h; hits give low values. 1.5% of 140,000 active. viability, % at 10 µM;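 active = viability at or under a set limit, the compound median less 4 SD, cut at about 6% in these data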;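 note: 0% = Hyamine 1622 control at 20 µM and 100% = untreated cell control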
PTEN del growth = PTEN-deleted cell growth suppression; HCT116 PTEN-null viability, CellTiter-Glo, 60 h; hits give low values; viability, % at 10 µM; 1.2% of 140,000 active; AID 827;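 active = viability at or below a set limit, 4 SD under the median of all tested compounds, cut at about 3.7% in these data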;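 note: PTEN knockout HCT116 line with beta catenin targeted HCT116 as companion control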
E-sel TNF inh = blocks E-selectin expression induced by TNF alpha | HUVEC TNFa-induced E-selectin immunofluorescence, high content | inhibition, % at 2 µM | 0.71% of 120,000 active | AID 1246;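 active = inhibition above the batch mean plus 3 SD, and confirmed as a hit on visual image review, cut at about 43% in these data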;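 note: 0% = TNF-stimulated DMSO wells and 100% = unstimulated control wells; not every result past the cut was called active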
MRP1 act = MRP-1 activation. viability increase, % at 10 µM. AID 799. 0.61% of 140,000 active. H69AR cells + doxorubicin, viability rescue, CellTiter-Glo;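 active = viability gain under doxorubicin at or above a set limit, the compound median plus 3 SD, cut at about 4.7% in these data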;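 note: MRP-1 overexpressing cells given doxorubicin 25 µM after compound pretreatment; 18-22 h compound pretreatment then 72 h with doxorubicin before readout; 0% = doxorubicin-only wells and 100% = vehicle-treated cells without doxorubicin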
Phagocyt inh = macrophage phagocytosis inhibition. inhibition, % at 5 µM. J774A.1 macrophage IgG-bead phagocytosis, imaging. 0.07% of 110,000 active. AID 1029;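 active = inhibition above the mean of the plate negative controls plus 5 SD, cut at about 13% in these data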;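 note: phagocytic index as fraction of beads internalized from green versus red external bead signal; plate controls were DMSO negative control for no effect and cytochalasin-D positive control for full effect; some results beyond the cut were filed as inactive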
GALR2 antag = blocks the human galanin receptor 2; O43603; GALR2-expressing cells, antagonist mode; inhibition, % at 4 µM; 0.39% of 140,000 active; in the data active = inhibition above about 27%;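 note: cells stimulated with galanin 1-16 at roughly its EC80; 0% = agonist challenge control and 100% = basal control without agonist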
Target sequence (O43603 whole entry, looked up): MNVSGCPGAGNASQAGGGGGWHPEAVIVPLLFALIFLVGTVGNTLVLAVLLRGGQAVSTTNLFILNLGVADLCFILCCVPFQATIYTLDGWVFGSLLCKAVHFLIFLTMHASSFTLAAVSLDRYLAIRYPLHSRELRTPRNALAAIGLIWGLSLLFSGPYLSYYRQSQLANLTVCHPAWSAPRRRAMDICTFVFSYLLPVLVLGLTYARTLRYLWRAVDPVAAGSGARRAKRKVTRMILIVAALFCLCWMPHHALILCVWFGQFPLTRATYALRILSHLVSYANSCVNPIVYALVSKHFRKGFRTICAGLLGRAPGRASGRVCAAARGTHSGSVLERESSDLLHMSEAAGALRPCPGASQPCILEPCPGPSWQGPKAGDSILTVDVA
* marks the source's active call; other numbers are inactive results; . = not tested or not shown.

SMILES	Yeast lifespan up	Measles CPE	NPY Y2 blocker	BB579 growth dn	bCat KO growth	PTEN del growth	E-sel TNF inh	MRP1 act	Phagocyt inh	GALR2 antag
CCCCN(c1ccccc1)c1ncnc(N)c1[N+](=O)[O-]	-16	9	0	4	100	84	-39	-5.2	.	6
Cc1ccc2nc(=O)c(NNc3ccccc3)cnc2c1	-1	8	0	-10	92	88	1	-1.8	-2	18
COC(=O)c1sc(NC(=O)C(C)C)c(C(=O)OC)c1C	-14	5	3	-24	89	87	31	-1.9	-1	-8
COc1ccc(S(=O)(=O)NC2(C(F)(F)F)N=C(c3ccccc3)NC2=O)cc1 (centres undefined)	3	4	0	-11	95	90	-10	-1.3	-2	6
CC1CCCCN1C(=S)NCCc1ccccc1 (centres undefined)	-23	6	-2	-52	75	69	.	-1.9	-1	0
COc1ccc(OC)c(NC(=O)CCCN2C(=O)C3C4C=CC(C4)C3C2=O)c1 (centres undefined)	-18	1	1	-2	94	96	-9	-2.6	0	5
CC(C)[C@H](NC(=O)Nc1ccc(Oc2ccccc2)cc1)C(=O)O	-4	8	0	-32	93	95	7	-2.8	.	6
O=C(CN1CCN(c2ccccc2)CC1)Nc1ccc(OCc2ccccc2)cc1	-5	13	6	-36	77	79	8	-3.2	1	0
O=C(NC(=S)Nc1ccccc1N1CCOCC1)c1ccc([N+](=O)[O-])cc1	-2	4	-1	-8	74	73	17	-4.1	.	3
COCCCN1C(=O)C(=O)/C(=C(/O)c2ccc3c(c2)CC(C)O3)C1c1cccnc1 (centres undefined)	-6	8	1	21	107	103	-13	-0.5	0	-10

Some of the entries so far, with values under each structure.
Below each SMILES – Yeast lifespan up	Measles CPE	NPY Y2 blocker	BB579 growth dn	bCat KO growth	PTEN del growth	E-sel TNF inh	MRP1 act	Phagocyt inh	GALR2 antag
> COc1ccc(OC)c(NC(=O)CCCN2C(=O)C3C4C=CC(C4)C3C2=O)c1 (centres undefined)
  -18	1	1	-2	94	96	-9	-2.6	0	5
> COC(=O)c1sc(NC(=O)C(C)C)c(C(=O)OC)c1C
  -14	5	3	-24	89	87	31	-1.9	-1	-8
> CCCCN(c1ccccc1)c1ncnc(N)c1[N+](=O)[O-]
  -16	9	0	4	100	84	-39	-5.2	.	6
> O=C(CN1CCN(c2ccccc2)CC1)Nc1ccc(OCc2ccccc2)cc1
  -5	13	6	-36	77	79	8	-3.2	1	0
> COc1ccc(S(=O)(=O)NC2(C(F)(F)F)N=C(c3ccccc3)NC2=O)cc1 (centres undefined)
  3	4	0	-11	95	90	-10	-1.3	-2	6

(cont.)
SMILES	Yeast lifespan up	Measles CPE	NPY Y2 blocker	BB579 growth dn	bCat KO growth	PTEN del growth	E-sel TNF inh	MRP1 act	Phagocyt inh	GALR2 antag
COCCNc1nc2c(c(=O)n(Cc3ccc(OC)cc3)c(=O)n2C)n1C	-23	8	1	-12	75	81	.	-0.7	1	7
COc1ccccc1OCCNC(=O)c1ccccc1C	-5	1	1	-33	104	95	-1	-1.2	1	8
COCCNCC#CCOc1ccc(OC)cc1	-17	3	5	-20	83	80	.	-2.0	4	0
COc1ccc(CC(=O)Nc2ccc(-c3noc(COc4ccccc4C)n3)cc2)cc1	-20	8	1	-6	109	104	.	-2.5	-2	4
Cc1ccccc1NC(=S)C1=C(O)c2sccc2N(C)S1(=O)=O	-2	12	6	-8	110	127	12	0.1	.	0
CC(C)C(C)(C#N)NC(=O)CSc1nnc(-c2ccncc2)n1Cc1ccccc1 (centres undefined)	9	8	2	-32	100	101	47	-2.2	-3	0
CCCCOc1ccc(-c2csc(N)n2)cc1[N+](=O)[O-]	-5	4	-2	-9	92	86	12	0.3	-12	5
O=C(Nc1nc(-c2cccc(Br)c2)cs1)Oc1ccccc1	-19	4	2	-18	96	89	-68	0.1	2	3
CC(=O)Nc1ccc(NC(=O)C(C)OC(=O)CCC(=O)c2ccc(F)cc2)cc1 (centres undefined)	-10	9	2	-29	102	104	-9	0.5	-1	13
CCc1cccc(NC(=O)c2ccc(Br)o2)c1	-24	6	8	-22	89	85	9	-1.4	1	10
CNCCOc1ccccc1C(C)(C)C	-2	29	4	-3	93	96	10	-1.5	-1	3
COc1ccc(C2(CNC(=O)C(c3ccccc3)c3ccccc3)CCOCC2)cc1OC	.	16	3	-1	96	99	18	-3.3	.	2
O=C(CSc1nnc(-c2cccnc2)s1)Nc1cccc(C(=O)O)c1	6	2	0	-46	92	96	.	1.3	-6	5
Cc1cccc(NC(=O)c2cc(Cl)nc3ccccc23)c1	-15	20	16	16	102	91	-21	0.7	.	8
CCOc1ccc(C2C=C(c3ccc(C)cc3)Nc3ncnn32)cc1 (centres undefined)	-1	12	5	1	97	84	-6	-1.0	-1	4
COc1ccccc1NC(=O)C1=C(C)Nc2nc(-c3cccs3)nn2C1c1cccc(O)c1 (centres undefined)	-9	13	1	-19	71	73	13	-1.4	-1	14
O=C(CN1C(=O)c2cccc3cccc1c23)NCc1cccnc1	0	11	0	-54	100	91	-1	-0.9	0	-8
Cn1c(N2C(=O)CC(Cc3ccccc3)C2=O)nc2ccccc21 (centres undefined)	.	4	7	-10	92	98	7	-0.1	.	-6
O=C(Nc1ccc(Br)cc1)c1cccc(N2C(=O)C3C4CCC(C4)C3C2=O)c1 (centres undefined)	4	4	-1	-34	82	83	.	-2.0	-1	5
CCNC(=O)C1CC(=O)OC12CCCCC2 (centres undefined)	0	7	-1	-45	102	95	12	-3.0	.	12

Of the compounds above, these have a thiophene ring, fused or not:
SMILES	Yeast lifespan up	Measles CPE	NPY Y2 blocker	BB579 growth dn	bCat KO growth	PTEN del growth	E-sel TNF inh	MRP1 act	Phagocyt inh	GALR2 antag
COC(=O)c1sc(NC(=O)C(C)C)c(C(=O)OC)c1C	-14	5	3	-24	89	87	31	-1.9	-1	-8
Cc1ccccc1NC(=S)C1=C(O)c2sccc2N(C)S1(=O)=O	-2	12	6	-8	110	127	12	0.1	.	0
COc1ccccc1NC(=O)C1=C(C)Nc2nc(-c3cccs3)nn2C1c1cccc(O)c1 (centres undefined)	-9	13	1	-19	71	73	13	-1.4	-1	14

(list continues)
SMILES	Yeast lifespan up	Measles CPE	NPY Y2 blocker	BB579 growth dn	bCat KO growth	PTEN del growth	E-sel TNF inh	MRP1 act	Phagocyt inh	GALR2 antag
O=C(Nc1ccc(Br)cc1F)c1ccc2c(c1)N(Cc1ccccc1)C(=O)CS2=O (centres undefined)	1	5	2	-35	77	75	.	1.7	.	1
CCC(CC)NC(=O)c1ccc2c(c1)OCCO2	-1	19	0	-10	99	96	-4	1.0	-1	3
CCOC(=O)N1CCN(C(=O)C(CC(C)C)NS(=O)(=O)c2ccc3c(c2)oc(=O)n3C)CC1 (centres undefined)	-8	3	2	-47	95	106	10	-0.2	-1	-18
O=C(NCCCn1ccnc1)C(=O)NCc1ccc(Cl)cc1	.	11	3	-27	79	88	-17	1.6	.	-4
O=C(CNS(=O)(=O)c1cccc(C(F)(F)F)c1)Nc1ccccc1F	-4	2	0	-31	102	93	3	-2.8	0	6
CCOC(=O)c1[nH]c2ccc(OC)cc2c1NC(=S)N1CCN(c2cccc(Cl)c2)CC1	7	10	4	-7	73	76	.	-1.4	1	-2
O=C(c1ccc(-c2ccccc2)cc1)N1CCCC1	-19	5	-1	-6	94	80	.	-3.2	-1	9
CC(C)NC(=O)COc1ccc(/C=N/NS(=O)(=O)c2ccccc2)cc1	-8	8	2	-28	117	107	27	-4.2	-3	5
COc1ccccc1C(=O)N1CCN(C(=O)c2ccncc2)CC1	-14	4	-2	-66	86	94	-10	-0.8	.	-2
O=C(O)CSC1c2ccccc2C(=O)N1c1ccccc1 (centres undefined)	-11	20	0	-25	98	97	-17	-1.4	0	1
O=C(CCC(=O)OC(C(=O)c1ccccc1)c1ccccc1)Nc1ccccc1 (centres undefined)	-29	3	0	-35	99	101	2	-1.7	-1	1
COc1cccc(NS(=O)(=O)c2ccc(Br)s2)c1	9	24	2	-3	99	97	.	-2.7	2	11
O=c1c2ccccc2nnn1CSc1nc2ccccc2[nH]1	-1	30	2	-41	88	85	48	-0.5	-3	-9
COc1ccccc1-c1nnc(SCC(=O)Nc2nc(-c3ccccc3)cs2)n1C	3	7	2	-6	62	78	6	-0.8	-1	-1
CC(C)Cn1c(=O)c(C(=O)NCc2ccccn2)c(O)c2ccccc21	-1	27	4	-28	49	54	-16	-0.3	-1	5
C=CCNc1nc(NC(C)(C)CO)nc(OC)n1	.	7	-3	0	106	100	-24	-2.7	.	-2
Cc1ccccc1N1C(=O)C(Oc2ccc(Cl)cc2)C1CNC(C)(C)C (centres undefined)	33	8	2	-18	61	58	.	-4.1	-4	-1
O=C(COC(=O)CCCc1nc2ccccc2s1)Nc1ncc(Cl)cc1Cl	3	6	5	-10	88	96	.	-1.9	-3	-9
COC(=O)c1ccc2c(c1)N(Cc1nc(-c3cccc(C)c3)oc1C)C(=O)C1CCCN21 (centres undefined)	-5	34	1	-28	93	86	-2	-1.3	.	-3
COc1cc2c(cc1OC)/C(=C/c1ccc(Br)cc1)C(=O)OC2	-4	26	7	-20	68	62	-1	-4.7	.	-2
CCn1cc(C(=O)N2CCc3ccccc32)c(=O)c2cc(S(=O)(=O)N3CC(C)CC(C)C3)ccc21 (centres undefined)	7	11	1	-60	66	59	10	-0.6	-1	-4
O=C(CN1CCN(S(=O)(=O)c2ccc3ccccc3c2)CC1)Nc1ccc(N2CCOCC2)cc1	6	10	1	-7	70	80	8	-2.1	-1	-22
Cc1ccc(C(=O)c2nocc2C(=O)c2cccs2)cc1	9	28	4	-22	97	91	-1	-1.3	-2	-8
COc1ccccc1C(=O)O/N=C1/CCCc2c1ccc(OC)c2[N+](=O)[O-]	-26	7	3	-36	92	85	-22	0.2	-6	1
CCCC(=O)NCCc1cc2ccc(OC)cc2[nH]c1=O	-4	17	2	-43	92	95	10	0.1	-1	3
COCCCn1ccc(O)c(Cc2ccc(F)cc2)c1=O	-12	7	4	-6	101	90	-1	-1.4	.	4

Screening data deposited in PubChem BioAssay by several laboratories.
